Assay outcomes as filed in PubChem BioAssay.
RECQ1 helicase: inhibitors of human RECQ1 DNA helicase; P46063; RECQ1 DNA unwinding, red fluorescence kinetic read; Potency, µM (doses to about 57.3 µM), for inactives: at the top dose activity, negative = inhibition, actives largely listed as inhibitors; hit rate 0.54% among 240,000; AID 2549;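 further: plate controls were vehicle for no effect and no enzyme for full effect; nearly all actives have a fitted effect of over 30% in size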
Target sequence (P46063 whole entry, looked up): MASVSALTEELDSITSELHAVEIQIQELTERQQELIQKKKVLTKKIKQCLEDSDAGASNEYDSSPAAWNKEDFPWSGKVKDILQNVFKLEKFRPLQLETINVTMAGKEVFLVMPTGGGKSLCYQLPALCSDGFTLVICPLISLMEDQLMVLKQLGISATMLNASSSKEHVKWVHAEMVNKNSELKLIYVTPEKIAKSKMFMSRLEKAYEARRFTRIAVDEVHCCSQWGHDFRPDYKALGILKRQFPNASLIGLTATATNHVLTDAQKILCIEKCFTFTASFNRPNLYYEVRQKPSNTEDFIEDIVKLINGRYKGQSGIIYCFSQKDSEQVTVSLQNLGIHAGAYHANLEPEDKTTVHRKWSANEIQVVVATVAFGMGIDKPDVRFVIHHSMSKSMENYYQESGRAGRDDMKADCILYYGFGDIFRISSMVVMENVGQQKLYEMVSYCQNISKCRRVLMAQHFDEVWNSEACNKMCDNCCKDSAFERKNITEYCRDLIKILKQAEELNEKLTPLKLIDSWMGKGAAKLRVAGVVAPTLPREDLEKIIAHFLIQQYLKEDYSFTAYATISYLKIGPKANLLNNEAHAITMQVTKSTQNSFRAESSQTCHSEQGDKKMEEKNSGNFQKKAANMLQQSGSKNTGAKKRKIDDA
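50 nM RECQ1T1 preincubated 15 min with compound in Tris pH 8.0 buffer with MgCl2, DTT, Tween-20 and 2.5 ug/ml poly(dI-dC); started with 200 nM TAMRA/BHQ-2 forked duplex and 2 mM ATP. Unwinding read as fluorescence (525/598 nm), two reads 2 h apart.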
Tau fibril ThT: inhibitors of human tau fibril formation, thioflavin T binding; P10636; recombinant tau K18 P301L, heparin-induced fibrillization, ThT fluorescence; Potency, µM (titrated, usually from 57.4 µM), without a hit: at the highest dose activity, negative = inhibition, most hits filed as inhibitors; hit rate 2.1% among 270,000; AID 1460; further: on the % scale 0 is the no-effect control and ±100 the full control effect; nearly all actives have a fitted effect of over 55% in size
Target sequence (P10636 561-689 P618L limits assumed): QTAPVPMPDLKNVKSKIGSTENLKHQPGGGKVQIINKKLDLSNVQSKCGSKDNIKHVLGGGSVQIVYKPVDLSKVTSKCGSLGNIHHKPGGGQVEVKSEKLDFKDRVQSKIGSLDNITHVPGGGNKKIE
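Tau K18 P301L fragment (15 uM unlabeled plus 0.24 uM Alexa 594-labeled) in 100 mM sodium acetate pH 7 with compound, fibrillization induced by 20 uM heparin for 6 hr at 37 C. Thioflavin T (30 uM) added, fluorescence read after 1 hr (ex 450, em 510 nm).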
Tau fluor counter: counter-screen for tau fibril formation inhibitors; tau K18 P301L (four-repeat tau fragment) Alexa594 fluorescence, heparin fibrillization; Potency, µM (top dose mostly 57.7 µM), for inactives: top-dose activity change, negative = decrease; hit rate 0.93% among 280,000; further: on the % scale 0 is the no-effect control and ±100 the full control effect; nearly all actives have a fitted effect of over 55% in size
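Human K18 P301L tau (15 uM unlabeled plus 0.24 uM Alexa 594-labeled, final) in 100 mM sodium acetate pH 7 was mixed with compound and 20 uM heparin and incubated 6 hr at 37 C.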
TRb-SRC2 inh: inhibitors of human thyroid hormone receptor beta-SRC2 interaction; hit rate 0.065% among 280,000; AID 1469; Potency, µM (titrated, usually from 106 µM), without a hit: at the top dose activity change, negative = inhibition, most hits filed as inhibitors; TRbeta-SRC2 peptide binding, fluorescence polarization; receptor liganded with 1 µM T3; P10828;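 further: plate controls were bound peptide for no effect and peptide without receptor for full effect; nearly all actives have a fitted effect of over 50% in size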
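Human TRb LBD (0.6 uM) plus Texas Red-labeled SRC2 peptide (20 nM), 1uM T3, 5% DMSO, 5 hr at ambient temperature. Decreased polarization (555/632 nm) flags inhibition; data normalized to free and bound peptide controls.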
L3MBTL1 block: L3MBTL1 (human) inhibition | Q9Y468 | AlphaScreen L3MBTL1–H3K9me1 peptide binding | Potency, µM (titrated, usually from 57.1 µM), inactives show at the highest dose activity, negative = inhibition, actives largely listed as inhibitors | hit rate 0.66% among 230,000; further: on the % scale 0 is the no-effect control and ±100 the full control effect; nearly all actives have a fitted effect of over 60% in size
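First, the protein-peptide complex forms for 30 min at room temperature (L3MBTL1 50 nM, biotinylated H3K9me1 peptide 75 nM). Next, compounds are pin-transferred and incubated 30 min. Finally, AlphaScreen beads are added and read after 30 min.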
HTT cytoprotect: Huntington cell model cytoprotection by ATP luminescence; Potency, µM (top dose mostly 56.4 µM), for the others: cytoprotection (ATP increase), usual class: activators; PC12 HTT-Q103 induced, cytoprotection, ATP luminescence, 40 h; hit rate 0.14% among 230,000; AID 1471;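 further: % of control where 0% means no effect; nearly all actives have a fitted effect of over 45% in size; toxic huntingtin expression switched on by the ecdysone agonist tebufenozide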
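Rat PC12, Q103 Htt exon1-GFP fusion, ecdysone promoter; tebufenozide inducer 100 nM final; compound titration; qHTS, 1500 cells/well; ATPlite luminescent read.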
Tau FP inhib: inhibitors of human tau fibril formation; K18 P301L tau heparin fibrillization, Alexa594 FP, 6 h; hit rate 0.39% among 280,000; P10636; Potency, µM (top dose mostly 57.7 µM), for inactives: at the highest dose activity, negative = inhibition, most hits filed as inhibitors; AID 1468; further: on the % scale 0 is the no-effect control and ±100 the full control effect; nearly all actives have a fitted effect of over 55% in size
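Read-out: fluorescence polarization of Alexa 594-labeled tau (0.24 uM), 555 nm excitation, 632 nm emission. Mixtures held 15 uM unlabeled K18 P301L, compound and 20 uM heparin, pH 7 acetate buffer, incubated 6 hr at 37 C.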
TexasRed fluor: counter-screen for TRb-SRC2 inhibitors: fluorescence interference; TRb/SRC2 Texas Red total fluorescence interference; Potency, µM (titrated, usually from 106 µM), without a hit: top-dose fluorescence change, negative = quenching; hit rate 0.29% among 280,000; active means well fitted curve in either direction with a large enough effect; inconclusive means small, poorly fitted or top-dose-only effect; further: on the % scale 0 is the no-effect control and ±100 the full control effect
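Human TRb ligand-binding domain at 0.6 uM with 20 nM Texas Red SRC2 peptide in Tris buffer containing 1 uM T3 and 5% DMSO, incubated with compound 5 h at ambient temperature. Total fluorescence (555/632 nm) calculated as parallel + 2 × perpendicular.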
An asterisk follows results filed as active; & = joins results of further samples; [ ] = remark or other dose. Unless noted, the call rests on the fitted dose curve; in most records, active means well fitted curve in the direction sought with a large enough effect; inconclusive means small, poorly fitted or top-dose-only effect, or another doubt; inactive means no such curve, though single readings can be large; an effect the other way counts as inactive or inconclusive. Potency means the concentration at half of the fitted maximal effect.

How did CCOc1cccc(C(=O)Nc2ccncc2)c1 do in these assays?
RECQ1 helicase: 9%; Tau fibril ThT: -2%; Tau fluor counter: -3%; TRb-SRC2 inh: 8%; L3MBTL1 block: 5%; Tau FP inhib: 0%; TexasRed fluor: -2%

Results for C=CCn1c(SCC(=O)NC2CCS(=O)(=O)C2)nnc1-c1cc2c(s1)CCC(CC)C2 (stereo unspecified) ?
RECQ1 helicase: -3%; Tau fibril ThT: -1%; Tau fluor counter: -1%; TRb-SRC2 inh: 9%; L3MBTL1 block: 2%; HTT cytoprotect: 9%[10 µM]; Tau FP inhib: 1%; TexasRed fluor: 0%

Results for CN(CC1CCOCC1)C(=O)CC1C(=O)NCCN1Cc1ccc(Cl)c(F)c1 (stereo unspecified) ?
RECQ1 helicase: -3%; Tau fibril ThT: -9%; Tau fluor counter: -12%; TRb-SRC2 inh: 2%; L3MBTL1 block: 1%; HTT cytoprotect: 29%[10 µM]; Tau FP inhib: -6%; TexasRed fluor: 1%

What do the screens show for `CCCC(=O)Nc1ccc(C(=O)Nc2nnc(COCC)s2)cc1`?
RECQ1 helicase: -7%; Tau fibril ThT: -6%; Tau fluor counter: 1%; TRb-SRC2 inh: 4%; L3MBTL1 block: 6%; HTT cytoprotect: 25%[1.9 µM]; Tau FP inhib: 3%; TexasRed fluor: 1%

How did O=C(CCSc1ccccc1)NCCSc1ccccn1 do in these assays?
RECQ1 helicase: inactive; Tau fibril ThT: 3%; Tau fluor counter: -3%; TRb-SRC2 inh: -1%; L3MBTL1 block: 0%; HTT cytoprotect: -8%; Tau FP inhib: 10%; TexasRed fluor: 0%

Results for OCCN1CCN(CC(O)COc2ccc(-c3ccccc3)cc2)CC1 (stereo unspecified) ?
RECQ1 helicase: -11%; Tau fibril ThT: -13%; Tau fluor counter: -8%; TRb-SRC2 inh: -8%; HTT cytoprotect: -4%; Tau FP inhib: 2%; TexasRed fluor: -4%

What do the screens show for `CCN(CC)S(=O)(=O)c1ccc(OC(C)C)c(N)c1`?
RECQ1 helicase: -19%; Tau fibril ThT: -1%; Tau fluor counter: -6%; TRb-SRC2 inh: -5%; L3MBTL1 block: 4%; HTT cytoprotect: -23%; Tau FP inhib: -3%; TexasRed fluor: 0%

How did O=C1C(Cl)=C(NCC2CCCO2)C(=O)N1Cc1ccccc1 (stereo unspecified) do in these assays?
RECQ1 helicase: 10%; Tau fibril ThT: -10%; Tau fluor counter: -11%; TRb-SRC2 inh: -1%; L3MBTL1 block: 28%; HTT cytoprotect: -4%[10 µM]; Tau FP inhib: -4%; TexasRed fluor: 1%

What do the screens show for `Cc1nc2scc(C)n2c(=O)c1S(=O)(=O)Nc1cccc(O)c1`?
Tau fibril ThT: -5%; Tau fluor counter: -10%; TRb-SRC2 inh: -1%; Tau FP inhib: 3%; TexasRed fluor: 0%

How did CCCCCCNC(=O)c1ccc(Br)o1 do in these assays?
RECQ1 helicase: -5%[81.1 µM]; Tau fibril ThT: -2%[81.4 µM]; Tau fluor counter: -9%[81.3 µM]; TRb-SRC2 inh: 7%&9%; L3MBTL1 block: 4%; HTT cytoprotect: -45%[inhibitor][96.6 µM]; Tau FP inhib: 6%[81.3 µM]; TexasRed fluor: -2%&3%

Results for CCOC(=O)C(NC(C)=O)(NS(=O)(=O)c1ccccc1)C(F)(F)F (stereo unspecified) ?
RECQ1 helicase: -4%; Tau fibril ThT: -2%; Tau fluor counter: 3%; TRb-SRC2 inh: 2%; L3MBTL1 block: 6%; HTT cytoprotect: -17%; Tau FP inhib: 3%; TexasRed fluor: 0%

Results for CCCCCCCC(=O)NC(Nc1ccccc1OC)C(Cl)(Cl)Cl (stereo unspecified) ?
RECQ1 helicase: -8%; Tau fibril ThT: -6%; Tau fluor counter: -12%; TRb-SRC2 inh: -2%; L3MBTL1 block: 12%; HTT cytoprotect: -13%; Tau FP inhib: -1%; TexasRed fluor: 7%

What do the screens show for `Cc1ccc(C(=O)c2oc3ccccc3c2NC(=O)Cc2coc3c(C)c(C)ccc23)cc1`?
Tau fibril ThT: -4%; Tau fluor counter: -13%; TRb-SRC2 inh: 0%; Tau FP inhib: -12%; TexasRed fluor: inconclusive

Results for CC(=O)NCCc1nc2ccccc2n1Cc1ccccc1 ?
RECQ1 helicase: -14%; Tau fibril ThT: -2%; Tau fluor counter: 0%; TRb-SRC2 inh: -21%; HTT cytoprotect: -15%; Tau FP inhib: -3%; TexasRed fluor: 1%

What do the screens show for `CCOc1cccc(C(=O)NC2CCCCC2)c1`?
RECQ1 helicase: inactive; Tau fibril ThT: -2%; Tau fluor counter: 7%; TRb-SRC2 inh: -4%; HTT cytoprotect: -11%; Tau FP inhib: 3%; TexasRed fluor: -4%

What do the screens show for `CN1CCN(C(=O)C2=C[C@@H](c3ccc(C(F)(F)F)cc3)C[C@@H](OCc3ccc(CO)cc3)O2)CC1`?
RECQ1 helicase: -8%; Tau fibril ThT: -16%; Tau fluor counter: -20%; TRb-SRC2 inh: -4%; L3MBTL1 block: 2%; HTT cytoprotect: 5%[10 µM]; Tau FP inhib: -6%; TexasRed fluor: 2%

Results for CCOc1ccc2c(CC)cc(=O)oc2c1OCC ?
RECQ1 helicase: -7%; Tau fibril ThT: -5%; Tau fluor counter: 4%; TRb-SRC2 inh: -3%; L3MBTL1 block: 6%; Tau FP inhib: 0%; TexasRed fluor: -2%

What do the screens show for `Cc1ccc(C2C(C#N)=C(N)N(c3cccnc3)C3=C2C(=O)CCC3)s1` (stereo unspecified)?
RECQ1 helicase: 14%; Tau fibril ThT: inconclusive; Tau fluor counter: -20%; TRb-SRC2 inh: -10%; L3MBTL1 block: -15%; HTT cytoprotect: 16%[10 µM]; Tau FP inhib: -10%; TexasRed fluor: 2%

What do the screens show for `COc1ccccc1N1CCN(C(=O)C2CCN(S(=O)(=O)c3cccs3)CC2)CC1`?
Tau fibril ThT: -4%; Tau fluor counter: -11%; TRb-SRC2 inh: 2%; Tau FP inhib: -4%; TexasRed fluor: -1%

How did O=C(Cc1ccccc1)NCC(=O)OCC(=O)c1cccc([N+](=O)[O-])c1 do in these assays?
RECQ1 helicase: 4%; Tau fibril ThT: 8%; Tau fluor counter: 2%; TRb-SRC2 inh: 8%; L3MBTL1 block: 1%; HTT cytoprotect: -86%[inhibitor][10 µM]; Tau FP inhib: 3%; TexasRed fluor: -2%

What do the screens show for `Cc1nn(-c2ccccc2)c(C)c1/C=N/NC(=O)c1ccccc1NS(=O)(=O)c1cccs1`?
RECQ1 helicase: 25%; Tau fibril ThT: inconclusive; Tau fluor counter: -20%; TRb-SRC2 inh: 1%; L3MBTL1 block: -7%; HTT cytoprotect: -15%[10 µM]; Tau FP inhib: 10%; TexasRed fluor: -3%

How did Cc1cccc(NS(=O)(=O)c2ccc(C3CCCCC3)cc2)n1 do in these assays?
RECQ1 helicase: inactive; Tau fibril ThT: -7%; Tau fluor counter: -6%; TRb-SRC2 inh: 9%; HTT cytoprotect: -9%; Tau FP inhib: -2%; TexasRed fluor: 1%

How did COc1ccc(C(=O)Nc2ccccc2C(=O)N2CCCCC2C)cc1 (stereo unspecified) do in these assays?
RECQ1 helicase: 21%; Tau fibril ThT: -5%; Tau fluor counter: -5%; TRb-SRC2 inh: 10%; L3MBTL1 block: -24%; HTT cytoprotect: -8%[10 µM]; Tau FP inhib: 1%; TexasRed fluor: 3%

What do the screens show for `COc1cc(/C=C2/SC(=S)N(c3c(C)n(C)n(-c4ccccc4)c3=O)C2=O)ccc1O`?
RECQ1 helicase: 22µM*; Tau fibril ThT: 4%; Tau fluor counter: 9%; TRb-SRC2 inh: inconclusive; L3MBTL1 block: -7%; HTT cytoprotect: 23%[10 µM]; Tau FP inhib: 7%; TexasRed fluor: 19%

The closing two compounds of the section above are carried over, then new ones follow:
How did COc1ccc(C(=O)Nc2ccccc2C(=O)N2CCCCC2C)cc1 (stereo unspecified) do in these assays?
RECQ1 helicase: 21%; Tau fibril ThT: -5%; Tau fluor counter: -5%; TRb-SRC2 inh: 10%; L3MBTL1 block: -24%; HTT cytoprotect: -8%[10 µM]; Tau FP inhib: 1%; TexasRed fluor: 3%

What do the screens show for `COc1cc(/C=C2/SC(=S)N(c3c(C)n(C)n(-c4ccccc4)c3=O)C2=O)ccc1O`?
RECQ1 helicase: 22µM*; Tau fibril ThT: 4%; Tau fluor counter: 9%; TRb-SRC2 inh: inconclusive; L3MBTL1 block: -7%; HTT cytoprotect: 23%[10 µM]; Tau FP inhib: 7%; TexasRed fluor: 19%

What do the screens show for `CCN1CCN(C(=S)NC(CC(=O)c2ccccc2)c2ccccc2)CC1` (stereo unspecified)?
RECQ1 helicase: -3%; Tau fibril ThT: -7%; Tau fluor counter: -14%; TRb-SRC2 inh: -8%; L3MBTL1 block: -7%; HTT cytoprotect: 20%[10 µM]; Tau FP inhib: -1%; TexasRed fluor: -1%

Results for Nc1nc2c3ccccc3nc(Cc3ccccc3)n2n1 ?
RECQ1 helicase: -1%; Tau fibril ThT: -14%; Tau fluor counter: -12%; TRb-SRC2 inh: -4%; L3MBTL1 block: -1%; HTT cytoprotect: -21%[10 µM]; Tau FP inhib: -4%; TexasRed fluor: 2%

How did O=C(O)c1cccc(S(=O)(=O)Nc2ccc(S(=O)(=O)N3CCOCC3)cc2)c1 do in these assays?
RECQ1 helicase: -2%; Tau fibril ThT: 4%; Tau fluor counter: 3%; TRb-SRC2 inh: 1%; L3MBTL1 block: -4%; HTT cytoprotect: -3%; Tau FP inhib: 3%; TexasRed fluor: -1%

How did CCOC(=O)c1cc(OC(=O)c2ccccc2Cl)n(-c2ccccc2)n1 do in these assays?
Tau fibril ThT: -4%; Tau fluor counter: -10%; TRb-SRC2 inh: 1%; Tau FP inhib: -8%; TexasRed fluor: -2%

These rows are one share of the data; count on the stated rates, not on these rows.
